# TR-FRET SRC-2 ct: flags TR-FRET format artefacts in PPARgamma SRC-2 recruitment agonist screen; TR-FRET artefact counter-screen; active compounds read high; TR-FRET ratio at 8 µM; 200,000 tested, 0.4% active; in the data active = TR-FRET ratio above about 2000; also: inactives centre near 1500
# HMGR II inh: blocks class II HMG-CoA reductase of Enterococcus faecalis | purified E. faecalis HMGR, NADPH absorbance 340 nm kinetic | inhibition, % at 10 µM | 190,000 tested, 0.41% active | AID 1066;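 active = inhibition above a set limit, the median over all tested compounds plus 3 SD, cut at about 9.5% in these data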;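 also: enzyme runs in reverse so mevalonate oxidation gives rising NADPH absorbance; 0% = complete reaction with DMSO and 100% = background rate lacking mevalonate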
# TNAP inh noacc: inhibitors of human TNAP without phosphate acceptor. 200,000 tested, 0.26% active. purified TNAP, CDP-star luminescence, 30 min. AID 1012. inhibition, % at 20 µM;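 active = tissue-nonspecific alkaline phosphatase inhibition above about 50% at 20 µM in the single-dose screen, limit read from the data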;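 also: 0% = DMSO negative control and 100% = EDTA positive control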
# Target sequence (P05186 whole entry, looked up): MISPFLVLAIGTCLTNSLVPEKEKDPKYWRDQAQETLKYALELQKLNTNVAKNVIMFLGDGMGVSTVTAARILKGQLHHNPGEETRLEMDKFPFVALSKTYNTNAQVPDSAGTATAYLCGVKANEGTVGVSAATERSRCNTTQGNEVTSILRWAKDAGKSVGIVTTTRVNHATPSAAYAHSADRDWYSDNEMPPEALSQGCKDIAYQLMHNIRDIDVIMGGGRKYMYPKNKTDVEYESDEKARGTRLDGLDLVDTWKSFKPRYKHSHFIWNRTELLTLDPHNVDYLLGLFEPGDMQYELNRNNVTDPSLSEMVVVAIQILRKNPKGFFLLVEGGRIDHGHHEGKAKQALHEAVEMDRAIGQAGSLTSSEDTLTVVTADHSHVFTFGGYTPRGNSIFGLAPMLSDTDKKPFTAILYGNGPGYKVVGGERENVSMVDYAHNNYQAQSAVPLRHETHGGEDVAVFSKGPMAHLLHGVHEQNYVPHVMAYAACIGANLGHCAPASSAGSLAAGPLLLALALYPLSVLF
# TNAP act hi DEA: TNAP (human) activation, high acceptor. P05186. AID 1136. 200,000 tested, under 10 active. activation factor at 20 µM. purified TNAP, CDP-star luminescence, 1 M DEA, 30 min; active compounds read high; 0 = EDTA background, 1 = DMSO-only activity;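 active = activation factor at least 2 at 20 µM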
#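 system = human TNAP | amount = enzyme diluted 1/800 final | reagent = 100 µM CDP-star substrate | signal = luminescent substrate turnover signal | dosing = one dose, 20 µM | benchmarks = EDTA negative control, DMSO positive control | measure = activation factor | timing = 30 min reaction, room temperature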
# bIAP inh: intestinal alkaline phosphatase (bovine) inhibition; 190,000 tested, under 10 active; purified bovine IAP, CDP-star luminescence, 30 min; AID 1019; inhibition, % at 20 µM;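 active = over 50% inhibition of intestinal alkaline phosphatase at 20 µM in the single-dose screen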
#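 Assay system – bovine IAP enzyme · Quantity – bovine IAP at 1/65,000,000 final dilution · Detection – CDP-star luminescence signal · Times – 30 min reaction at room temperature · Also added – CDP-star substrate at 30 µM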
# TNAP inh hiacc: blocks human TNAP under high phosphate acceptor concentration; 200,000 tested, 0.03% active; inhibition, % at 20 µM; P05186; purified TNAP, CDP-star luminescence, 1 M DEA;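 active = over 50% inhibition of tissue-nonspecific alkaline phosphatase at 20 µM in the single-dose screen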;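 also: plate controls were DMSO wells for no effect and EDTA-quenched wells as full inhibition for full effect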
# PPARg SRC-3 ag: PPARgamma-driven SRC-3 recruitment agonism; biochemical PPARgamma/SRC-3 coactivator recruitment assay; P37231; AID 731; activation, % at 8 µM; 200,000 tested, 0.26% active; in the data active = activation above about 23%;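 also: 0% = DMSO and 100% = reference agonist; some compounds past the cut are filed as inactive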
# Target sequence (P37231 whole entry, looked up): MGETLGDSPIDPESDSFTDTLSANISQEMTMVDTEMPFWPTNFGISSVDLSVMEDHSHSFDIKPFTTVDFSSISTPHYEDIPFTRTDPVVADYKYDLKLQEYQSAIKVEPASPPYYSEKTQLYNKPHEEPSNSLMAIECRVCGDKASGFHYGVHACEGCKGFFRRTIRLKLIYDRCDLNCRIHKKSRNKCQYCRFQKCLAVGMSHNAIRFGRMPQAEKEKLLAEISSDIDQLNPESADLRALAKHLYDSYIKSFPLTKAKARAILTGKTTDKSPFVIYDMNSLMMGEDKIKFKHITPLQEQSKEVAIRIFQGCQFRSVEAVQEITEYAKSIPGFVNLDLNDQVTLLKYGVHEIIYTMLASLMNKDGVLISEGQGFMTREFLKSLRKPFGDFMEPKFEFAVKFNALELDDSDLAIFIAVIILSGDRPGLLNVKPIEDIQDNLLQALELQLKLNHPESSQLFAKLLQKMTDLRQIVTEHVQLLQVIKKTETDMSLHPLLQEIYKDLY
# PPARg SRC1 recr: promotes SRC-1 coactivator recruitment by human PPARgamma; PPARgamma-SRC-1 coactivator recruitment biochemical assay; AID 631; 200,000 tested, 0.41% active; activation, % at 8 µM; in the data active = activation above about 19%;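 also: 0% = DMSO and 100% = reference agonist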
# PPARg SRC2 recr: agonists of SRC-2 recruitment by human PPARgamma; PPARgamma LBD-SRC-2 recruitment, biochemical; activation, % at 8 µM; P37231; AID 1032; 200,000 tested, 0.34% active; in the data active = activation above about 22%;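 also: 0% = vehicle and 100% = reference agonist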
# bIAP act: intestinal alkaline phosphatase (bovine) activation; purified bovine IAP, CDP-star luminescence, 30 min; active compounds read high; fold of DMSO-control signal, blank-subtracted; activation factor at 20 µM; 200,000 tested, 0.17% active; AID 1016;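 active = activation factor of 2 or more at 20 µM, a signal rise over negative controls twice the positive control's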
# Starred values were filed as active, the others as inactive; x = no result given.
# The opening 6 records as a preview:
1. COc1cc(OC)c2c(C)c(Cl)c(=O)oc2c1
2. Cc1cccc(CSc2nnc(Cn3c(=O)sc4ccccc43)n2C)c1
3. Cc1ccc(-c2[nH]nc3c2C(c2ccc(OC(=O)N4CCOCC4)cc2)C(C#N)=C(N)O3)cc1 (stereo not drawn)
4. COc1ccc(C2CC(c3cc(OC)ccc3OC)n3nnnc3N2)cc1 (stereo not drawn)
5. CC(=O)Nc1ccc(NC(=O)COC(=O)c2c3c(nc4ccccc24)CCN(Cc2ccccc2)C3)cc1
6. O=C(CNC(=O)c1ccc(Br)o1)Nc1cccc(-c2cnc3ccccc3n2)c1

Assay by compound	1	2	3	4	5	6
TR-FRET SRC-2 ct	1585	1532	1486	1703	1603	1421
HMGR II inh	-2	-6	0	1	-9	-2
TNAP inh noacc	-8	-9	9	-11	4	-4
TNAP act hi DEA	1	1	1	1.1	1	1
bIAP inh	1	12	3	-2	6	10
TNAP inh hiacc	-4	-3	0	-7	-4	0
PPARg SRC-3 ag	6	2	5	4	7	-17
PPARg SRC1 recr	-2	-2	4	2	-1	3
PPARg SRC2 recr	3	-4	4	9	1	3
bIAP act	1	0.9	1	1	0.9	0.9

# The listing, previewed entries included:
1. COc1cc(OC)c2c(C)c(Cl)c(=O)oc2c1
2. Cc1cccc(CSc2nnc(Cn3c(=O)sc4ccccc43)n2C)c1
3. Cc1ccc(-c2[nH]nc3c2C(c2ccc(OC(=O)N4CCOCC4)cc2)C(C#N)=C(N)O3)cc1 (stereo not drawn)
4. COc1ccc(C2CC(c3cc(OC)ccc3OC)n3nnnc3N2)cc1 (stereo not drawn)
5. CC(=O)Nc1ccc(NC(=O)COC(=O)c2c3c(nc4ccccc24)CCN(Cc2ccccc2)C3)cc1
6. O=C(CNC(=O)c1ccc(Br)o1)Nc1cccc(-c2cnc3ccccc3n2)c1
7. Cn1cc(/C=N/n2cnc3scc(-c4ccc(Cl)cc4)c3c2=O)c2ccccc21
8. C=CCNC(=S)Nc1ccccc1

Assay by compound	1	2	3	4	5	6	7	8
TR-FRET SRC-2 ct	1585	1532	1486	1703	1603	1421	1257	1457
HMGR II inh	-2	-6	0	1	-9	-2	-2	-1
TNAP inh noacc	-8	-9	9	-11	4	-4	-4	-2
TNAP act hi DEA	1	1	1	1.1	1	1	1	1
bIAP inh	1	12	3	-2	6	10	1	-9
TNAP inh hiacc	-4	-3	0	-7	-4	0	-3	2
PPARg SRC-3 ag	6	2	5	4	7	-17	-5	-3
PPARg SRC1 recr	-2	-2	4	2	-1	3	-3	-1
PPARg SRC2 recr	3	-4	4	9	1	3	1	1
bIAP act	1	0.9	1	1	0.9	0.9	1	1.1

9. CCOc1cc(CNc2ccc(N(C)C)cc2)cc(Br)c1OCC(=O)NC(C)(C)C
10. c1ccc(N2CCN(c3nc4ccccc4n4cnnc34)CC2)cc1
11. C=CCSC1=C(C#N)C(c2ccccc2C)CC(=O)N1 (stereo not drawn)
12. COc1ccc(Nc2ncc(C(=O)N3CCN(Cc4ccccc4)CC3)c3ccccc23)cc1
13. CN1CCN(C(=O)C2CCN(S(=O)(=O)c3cnc[nH]3)CC2)CC1
14. Cc1ccc(CC(=O)O/N=C(\N)c2cccc([N+](=O)[O-])c2)cc1
15. C/C(=N/NS(=O)(=O)c1ccc(F)cc1)c1ccc(NC(=O)c2ccc(C)o2)cc1
16. Cc1ccccc1NC(=O)C1c2cccc[n+]2CC(=O)N1c1c(C)cccc1C (stereo not drawn)

Assay by compound	9	10	11	12	13	14	15	16
TR-FRET SRC-2 ct	3290*	1625	1759	1664	1418	1397	1450	1720
HMGR II inh	0	4	0	-2	-2	3	-3	0
TNAP inh noacc	0	-11	-15	14	-9	12	-6	-16
TNAP act hi DEA	1	1	1.1	1	1	1	1.1	1.1
bIAP inh	9	-4	7	-4	8	0	5	-11
TNAP inh hiacc	4	-2	-6	-2	0	0	-10	-7
PPARg SRC-3 ag	128*	-2	5	7	-3	1	-5	0
PPARg SRC1 recr	55*	0	2	7	4	1	2	7
PPARg SRC2 recr	123*	2	5	15	10	-2	-3	12
bIAP act	0.9	1	0.9	1	0.9	1	1	1.1

# Arranged by value in bIAP act (rising): some entries from above.
cpd | canonical_smiles | HMGR II inh | TNAP inh noacc | TNAP act hi DEA | bIAP inh | TNAP inh hiacc | PPARg SRC-3 ag | PPARg SRC1 recr | PPARg SRC2 recr | bIAP act
5 | CC(=O)Nc1ccc(NC(=O)COC(=O)c2c3c(nc4ccccc24)CCN(Cc2ccccc2)C3)cc1 | -9 | 4 | 1 | 6 | -4 | 7 | -1 | 1 | 0.9
7 | Cn1cc(/C=N/n2cnc3scc(-c4ccc(Cl)cc4)c3c2=O)c2ccccc21 | -2 | -4 | 1 | 1 | -3 | -5 | -3 | 1 | 1
8 | C=CCNC(=S)Nc1ccccc1 | -1 | -2 | 1 | -9 | 2 | -3 | -1 | 1 | 1.1

# Remaining list, next part
17. O=C(O)COc1ccccc1O
18. CCOC(=O)c1nn(-c2ccccc2F)c2nc(-c3ccco3)c(C#N)c(=O)n12
19. CCC(Sc1nc2ccccc2c(=O)[nH]1)C(=O)Nc1ccc(C(C)=O)cc1 (stereo not drawn)
20. COc1ccccc1NC=C1C(=O)OC(C)(C)OC1=O
21. Nc1ncnc(N2CCOCC2)c1N
22. CCn1c(Cc2ccccc2)nnc1SCC(=O)NC1CC1
23. c1ccc(CSc2nnc(Cc3ccccn3)o2)cc1
24. CCOc1ccc(S(=O)(=O)NCC2CCCO2)cc1 (stereo not drawn)

Assay by compound	17	18	19	20	21	22	23	24
TR-FRET SRC-2 ct	1660	1402	1594	1690	1590	1588	1538	1516
HMGR II inh	-2	2	-7	-2	-8	1	x	-5
TNAP inh noacc	-12	-1	-6	-14	-8	-10	-3	-12
TNAP act hi DEA	1	1	1	1.1	1	1	1.1	1
bIAP inh	-7	5	4	1	-1	6	6	24
TNAP inh hiacc	-2	-4	0	-6	-1	-4	-6	0
PPARg SRC-3 ag	1	-3	1	7	-4	10	-7	-5
PPARg SRC1 recr	4	1	0	-1	13	3	2	-6
PPARg SRC2 recr	-7	2	6	3	2	5	-6	-4
bIAP act	1.1	0.9	1	1	1	0.9	0.9	0.8

25. Cc1ccc2cccc(NC(=S)NC(=O)c3ccn(C)n3)c2n1
26. CCN(CC)C(=O)c1sc2nc(N3CCOCC3)c3c(c2c1N)CCCC3
27. CCc1ccc(C(=O)NC(C(=O)O)C(C)C)cc1 (stereo not drawn)
28. CC(=O)NCC(=O)NC(Cc1ccccc1)C(N)=O (stereo not drawn)
29. CCOP(=O)(OCC)C(NC(=O)Nc1cccc(Cl)c1)c1ccccc1 (stereo not drawn)
30. CCCC(=O)Nc1ccccc1NC(=O)CN(C)S(=O)(=O)c1ccc(C)cc1
31. Oc1ccc(Cl)cc1/C=N/c1nc2ccccc2[nH]1
32. CCOC(=O)C1CCN(C(=O)c2ccc(SC)cc2OC)CC1

Assay by compound	25	26	27	28	29	30	31	32
TR-FRET SRC-2 ct	1432	1574	1554	1371	1682	1359	1570	1609
HMGR II inh	-1	-2	-4	0	-5	0	-9	1
TNAP inh noacc	-11	-11	-10	-12	-26	-8	-4	0
TNAP act hi DEA	1	1	1	1.1	1	1	1	1
bIAP inh	9	0	-1	6	0	1	5	12
TNAP inh hiacc	4	-2	-2	-6	-3	-3	-3	-2
PPARg SRC-3 ag	1	12	12	-12	2	1	-20	-6
PPARg SRC1 recr	8	15	12	-2	10	-6	-4	4
PPARg SRC2 recr	7	7	-1	-1	-2	-4	1	3
bIAP act	0.9	1	1	0.9	1	1	1	0.9

33. CC1=[N+]([O-])C(C)(C)C(C)N(O)C1=O (stereo not drawn)
34. O=[N+]([O-])c1cccc(/C=N/N2CCN(c3ccccn3)CC2)c1
35. CSc1ccccc1N=CC1=C(O)CC(C)(C)CC1=O
36. Cc1csc(NC(=O)CSc2nnc3c4ccccc4nc(C(C)(C)C)n23)n1
37. CC(C)(O)C#Cc1ccc(CN2CCN(CCc3ccccc3)C(CCO)C2)s1 (stereo not drawn)
38. COc1ccc(C2NC(=O)NC3=C2CCc2ccccc23)cc1 (stereo not drawn)
39. Cc1cc(NC(=O)CSc2nnc3ccccn23)no1
40. Cc1ccccc1NC(=O)c1cccc(S(=O)(=O)Oc2ccc([N+](=O)[O-])cc2)c1

Assay by compound	33	34	35	36	37	38	39	40
TR-FRET SRC-2 ct	1401	1649	1501	1398	1611	1588	1536	1550
HMGR II inh	0	-1	0	1	-2	-1	-2	2
TNAP inh noacc	-8	4	1	-7	-1	-5	-5	-13
TNAP act hi DEA	1	1	1	1.1	1	1	1	1.1
bIAP inh	2	-7	4	-11	-15	8	2	34
TNAP inh hiacc	-5	1	0	-6	-4	-2	-3	-6
PPARg SRC-3 ag	-15	2	5	-4	0	0	-1	9
PPARg SRC1 recr	-8	2	11	4	11	4	6	1
PPARg SRC2 recr	-2	6	4	-1	9	-1	5	2
bIAP act	1	1.1	1	1.1	1.2	0.9	1	0.7

41. C1=C(c2cccc3ccccc23)N2CCN=C2S1
42. O=C(Nc1ccccc1-c1nnc(SCc2ccccc2Cl)o1)c1ccccc1
43. COc1cc(C=C2C(=O)OC(C)(C)OC2=O)cc(Cl)c1OCC(=O)Nc1ccccc1
44. O=C(Cn1nnc2ccccc21)N/N=C\c1cccs1
45. CCCc1nc2oc(C(=O)OCC)c(N)c2c2c1COC(C)(C)C2
46. COc1ccc(CCNc2cc(-c3ccccc3)nc3ncnn23)cc1
47. Cc1[nH]c(-c2ccco2)nc1C(=O)O
48. CCCC(=O)Nc1cc(-c2nnc(OC)c3ccccc23)ccc1N1CCOCC1

Assay by compound	41	42	43	44	45	46	47	48
TR-FRET SRC-2 ct	1427	1532	1476	1544	1469	1543	1592	1711
HMGR II inh	-3	-5	-4	-6	3	3	-2	x
TNAP inh noacc	-5	-8	-5	-9	-6	-7	-1	x
TNAP act hi DEA	1.1	1	1.1	1	1	1	1.1	x
bIAP inh	2	23	12	8	2	4	-6	x
TNAP inh hiacc	-8	-1	-8	0	-4	-2	-5	x
PPARg SRC-3 ag	-1	4	-2	-6	4	13	5	2
PPARg SRC1 recr	2	7	3	5	5	10	6	9
PPARg SRC2 recr	0	13	15	-4	2	12	12	9
bIAP act	1	0.8	0.9	0.9	1	1	1.1	x

49. CCn1c(C)[n+](CC)c2ccc(S(=O)(=O)N(C)C)cc21
50. O=C(Nc1cccn(Cc2c(F)cccc2Cl)c1=O)NC1CCCCC1
51. COCC1CCCN(Cc2nc(C(c3ccccc3)c3ccccc3)no2)C1 (stereo not drawn)
52. CN(CCNC(=O)c1cn(C)c2ccc(S(=O)(=O)N(C)C)cc2c1=O)CCc1ccccc1
53. CCCNc1ccc(S(=O)(=O)N(C(C)C)C(C)C)cn1
54. NC1=NC(=O)/C(=C/c2ccsc2)S1
55. Cc1ccc(Nc2cc(=O)[nH]c(=O)[nH]2)cc1C
56. O=C(Nc1ccnc(-c2cccnc2)n1)c1ccc(Cl)cc1

Assay by compound	49	50	51	52	53	54	55	56
TR-FRET SRC-2 ct	1620	1489	1556	1424	1541	1761	1483	1594
HMGR II inh	0	-4	-3	1	-9	-7	-6	-8
TNAP inh noacc	-8	-6	0	18	-11	-33	-14	-4
TNAP act hi DEA	1	1	1	1	1	1	1.1	1
bIAP inh	-8	1	-1	-12	39	-1	3	-2
TNAP inh hiacc	-5	0	0	-2	2	1	-7	0
PPARg SRC-3 ag	-4	-2	0	-4	-3	6	-1	4
PPARg SRC1 recr	2	-4	1	-5	-13	17	-2	-2
PPARg SRC2 recr	3	-8	2	-7	-1	9	-7	5
bIAP act	1.1	1	1	1.1	0.6	1	1	1

# Compound activity as filed in PubChem.
